AMA1-RON2 inh – disrupts binding of P. falciparum AMA1 to RON2 | 360,000 tested, 0.2% active | AlphaScreen AMA1-biotinylated RON2 peptide binding | Potency, µM (titrated, usually from 58.2 µM), for the others: top-dose activity change, negative = inhibition, most hits filed as inhibitors;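 note: potency is the fitted concentration of half-maximal effect; 0% = vehicle wells and -100% = peptide control; nearly all actives have a fitted effect of over 45% in size; some results filed as inactive show a strong effect at the top dose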
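AMA1 (3D7) with his tag at 25 nM final met compounds first, then biotinylated RON2 peptide at 25 nM; detection used donor plus acceptor beads, 10 µg/mL apiece, read by AlphaScreen after 30 min at room temperature.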
Sm TGR block – blocks Schistosoma mansoni thioredoxin glutathione reductase. purified TGR, DTNB reduction, TNB absorbance 405 nm. Potency, µM (highest dose often 114 µM), for the others: at the highest dose activity change, negative = inhibition, usual class: inhibitors. Q962Y6. 360,000 tested, 3% active; note: potency is the fitted concentration of half-maximal effect; nearly all actives have a fitted effect of over 60% in size
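Kinetic colorimetric format: TGR-catalysed, NADPH-driven DTNB reduction monitored via TNB absorbance. Enzyme dispensed at 20 nM; compound exposure 15 min at room temperature before reaction start.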
AmpC inh detg – inhibitors of E. coli AmpC beta-lactamase with detergent; 370,000 tested, 0.041% active; AmpC hydrolysis of nitrocefin, absorbance 480 nm, 0.01% Triton; P00811; AID 485294; Potency, µM (top dose mostly 114 µM), without a hit: at the top dose activity change, negative = inhibition, actives largely listed as inhibitors;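 note: potency is the fitted concentration of half-maximal effect; 0% = no-compound wells and -100% = no-enzyme wells; nearly all actives have a fitted effect of over 25% in size; some results filed as inactive show a strong effect at the top dose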
Target sequence (P00811 whole entry, looked up): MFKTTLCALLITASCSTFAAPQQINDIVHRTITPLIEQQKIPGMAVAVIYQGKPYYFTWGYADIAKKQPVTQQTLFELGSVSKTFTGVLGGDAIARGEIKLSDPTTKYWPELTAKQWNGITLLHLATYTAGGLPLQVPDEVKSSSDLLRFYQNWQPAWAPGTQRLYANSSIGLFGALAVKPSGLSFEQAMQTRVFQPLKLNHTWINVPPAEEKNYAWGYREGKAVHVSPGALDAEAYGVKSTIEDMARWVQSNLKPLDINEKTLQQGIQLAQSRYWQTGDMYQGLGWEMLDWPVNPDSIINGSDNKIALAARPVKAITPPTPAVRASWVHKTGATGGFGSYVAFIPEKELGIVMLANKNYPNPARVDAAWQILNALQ
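AmpC (5.3 nM in the dispensed reagent) in 20 mM phosphate pH 7.0 with 0.01% (detergent screen) or 0.0001% Triton X-100 was preincubated with compounds for 15 min at room temperature. Nitrocefin was then added from an 800 uM solution, and hydrolysis was followed at 480 nm.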
HCMV inh – blocks human cytomegalovirus replication | activity change, negative = inhibition, % at 57.5 µM | 410,000 tested, 4.5% active | HFF cells, HCMV-luciferase reporter, 72 h; active compounds read low; in the data active = activity change below about -60%; inconclusive = no clear call, values can overlap the other calls; inactive = above about -39%
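HFF cells seeded 16 h at 37C, treated with compounds, infected with luciferase-reporter HCMV at MOI 1 PFU/cell; luciferase read at 72 h post infection, normalized to buffer-only and Salinomycin controls.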
AmpC inh no detg – AmpC beta-lactamase inhibition without detergent; P00811; 330,000 tested, 0.52% active; AmpC nitrocefin hydrolysis, absorbance 480 nm, 0.0001% Triton; AID 485341; Potency, µM (titrated, usually from 57.1 µM), for inactives: top-dose activity change, negative = inhibition, most hits filed as inhibitors;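 note: potency is the fitted concentration of half-maximal effect; plate controls were no compound for no effect and no enzyme for full effect; nearly all actives have a fitted effect of over 20% in size; some results filed as inactive show a strong effect at the top dose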
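AmpC (5.3 nM in the dispensed reagent) in 20 mM phosphate pH 7.0 with 0.01% (detergent screen) or 0.0001% Triton X-100 was preincubated with compounds for 15 min at room temperature. Nitrocefin was then added from an 800 uM solution, and hydrolysis was followed at 480 nm.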
FBPA Giardia inh – Giardia lamblia aldolase inhibition | Potency, µM (titrated, usually from 59.6 µM), inactives show top-dose activity, negative = inhibition, most hits filed as inhibitors | purified Giardia FBPA | 290,000 tested, 0.71% active | AID 2451; note: potency is the fitted concentration of half-maximal effect; nearly all actives have a fitted effect of over 55% in size
Target sequence (A8B2U2 whole entry, looked up): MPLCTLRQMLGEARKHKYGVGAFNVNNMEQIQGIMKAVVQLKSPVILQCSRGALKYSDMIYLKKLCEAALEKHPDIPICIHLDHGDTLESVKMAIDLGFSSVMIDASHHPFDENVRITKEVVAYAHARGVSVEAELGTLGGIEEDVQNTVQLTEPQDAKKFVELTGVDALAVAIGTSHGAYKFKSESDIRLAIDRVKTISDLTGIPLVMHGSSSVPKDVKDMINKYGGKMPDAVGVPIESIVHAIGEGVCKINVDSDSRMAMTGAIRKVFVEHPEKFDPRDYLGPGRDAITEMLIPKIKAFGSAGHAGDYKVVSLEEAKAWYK
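Giardia FBPA (40 nM reagent) was preincubated 10 min at RT with compound (up to 57.5 uM final), then substrate plus GAPDH/TPI/NAD/arsenate coupling system with diaphorase/resazurin was added; resorufin fluorescence (525/598 nm) was read after 20 min.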
* marks the source's active call; other numbers are inactive results; ? = inconclusive; . = no result given; & = joins results of further samples; [ ] = another dose, or the depositor's remark. Unless noted, calls come from the whole dose curve; as a rule, active = well fitted curve in the direction sought with a large enough effect; inconclusive = small, poorly fitted or top-dose-only effect, or another doubt; inactive = no such curve, though single readings can be large; an effect the other way counts as inactive or inconclusive. Unless noted, % is set by controls: 0 for no effect and ±100 for the full control effect. Not a hit list, and some 7.8% of all compounds hit somewhere here.

SMILES	AMA1-RON2 inh	Sm TGR block	AmpC inh detg	HCMV inh	AmpC inh no detg	FBPA Giardia inh
CC(C)(C)c1ccc(NC(=O)COC(=O)C2CCCC2)cc1	-9.9%	-16.2%	-19.5%	57.5	-16.2%	.
CCOC(=O)c1oc2ccccc2c1NC(=O)CN1CCN(C)CC1	18.8%	-4.8%	-16.5%	2.5	21.9%	2.6%
CCOc1cc(C(=O)N(CC)CC(=O)Nc2c(F)cccc2F)ccc1OCC(=O)N1CCCCC1	52.1%[activator]	-11.1%	-4.0%	-6.5	56.1%	.
COc1ccc(C(OC(=O)c2ccco2)C(=O)NCc2ccco2)cc1 (stereo unspecified)	1.6%	0.0%	-10.3%	-1.4	-11.5%	7.9%
Cc1ccccc1CNC(=O)c1ccccc1N(C)S(=O)(=O)c1ccccc1	-22.1%	-15.0%	-10.6%	29.5	16.6%	-3.5%
COc1ccc(Cl)cc1N(CC(=O)Nc1ccc2c(c1)OCO2)S(C)(=O)=O	-21.1%	-1.6%	-17.9%	14.3	-25.8%	-1.5%
CC1C(C)N1CC(O)Cn1ccnc1[N+](=O)[O-] (stereo unspecified)	56.8%[activator]	-7.9%	-1.6%	?	-2.2%	-2.6%
COC(=O)CC(NC(=O)c1ccco1)c1cccc2ccccc12 (stereo unspecified)	12.8%	-0.3%	1.8%	-27.0	-12.6%	6.0%
CC(=O)Nc1ccc(C(=O)OCc2ccc(Cl)cc2)cc1	0.3%	7.9%	1.1%	44.0	29.1%	1.2%
Cc1cc(C(=O)CCl)c(C)n1-c1cccc([N+](=O)[O-])c1	2.7%	?	-12.0%	-95.4*	-11.8%[11.4 µM]	0.7%

A stretch taken from the entries so far, for reference:
SMILES	AMA1-RON2 inh	Sm TGR block	AmpC inh detg	HCMV inh	AmpC inh no detg	FBPA Giardia inh
CC(C)(C)c1ccc(NC(=O)COC(=O)C2CCCC2)cc1	-9.9%	-16.2%	-19.5%	57.5	-16.2%	.
CCOC(=O)c1oc2ccccc2c1NC(=O)CN1CCN(C)CC1	18.8%	-4.8%	-16.5%	2.5	21.9%	2.6%
CCOc1cc(C(=O)N(CC)CC(=O)Nc2c(F)cccc2F)ccc1OCC(=O)N1CCCCC1	52.1%[activator]	-11.1%	-4.0%	-6.5	56.1%	.

Reformatted: 2 of the compounds above
| SMILES | AMA1-RON2 inh | Sm TGR block | AmpC inh detg | HCMV inh | AmpC inh no detg | FBPA Giardia inh |
| --- | --- | --- | --- | --- | --- | --- |
| Cc1ccccc1CNC(=O)c1ccccc1N(C)S(=O)(=O)c1ccccc1 | -22.1% | -15.0% | -10.6% | 29.5 | 16.6% | -3.5% |
| COc1ccc(Cl)cc1N(CC(=O)Nc1ccc2c(c1)OCO2)S(C)(=O)=O | -21.1% | -1.6% | -17.9% | 14.3 | -25.8% | -1.5% |

Further records follow.
SMILES	AMA1-RON2 inh	Sm TGR block	AmpC inh detg	HCMV inh	AmpC inh no detg	FBPA Giardia inh
COC(=O)C(/C=N/OCc1ccc([N+](=O)[O-])cc1)NC(=O)c1ccccc1 (stereo unspecified)	0.0%	-1.4%	0.4%	37.9	-14.1%	-2.6%
CCOC(=O)C1=C(C)Nc2sc(C(=O)c3ccc(F)cc3)c(N)c2C1c1ccc(C(=O)OC)cc1 (stereo unspecified)	33.3%[activator]	-13.7%	-2.9%	-40.0	6.5%	-14.3%
O=C(CCc1nc(-c2cccs2)no1)Nc1ccccc1[N+](=O)[O-]	.	-11.2%	-0.2%	-20.2	.	.
S=C(NCCSCc1ccc(Cl)cc1)Nc1ccccc1	37.5%[activator]	-23.7%	0.6%	-68.0*	-42.2%	-4.4%
Cc1ccc2nc(NCCc3ccccc3)c3nncn3c2c1	7.2%	-16.8%&7.0%	4.7%&10.2%	-1.7&4.4	-16.4%	4.4%
CC(C)(C)OC(=O)N1CCC(c2c(C(=O)N3CCCCC3)cnn2-c2ccc(Cl)cc2)CC1	.	4.3%	18.6%	3.0	.	.
Nc1nc(NCc2ccccc2)nc(NCCO)c1[N+](=O)[O-]	-5.8%	1.3%	-2.0%	136.7	-10.4%	1.2%
Cc1ccccc1C(=O)N1CCC(C(=O)N(C)CCOc2ccccc2)CC1	15.8%	-12.9%	5.1%	?	70.9%[activator]	7.2%
O=C(NCCc1ccc(F)cc1)C(=O)NCC(c1cccs1)S(=O)(=O)c1ccccc1 (stereo unspecified)	.	-5.5%	9.1%	0.0	.	.
COc1ccc(C2Nc3ccccc3C(=O)N2Cc2ccco2)cc1COc1ccc(F)cc1 (stereo unspecified)	-6.0%	?	11.0%	22.4	-34.0%	-7.3%
Cn1c(CNS(=O)(=O)c2ccc(Br)cc2)n[nH]c1=S	17.3%	-1.1%	-9.0%	-3.2	34.1%[activator]	?
CCN(CC(F)(F)C(F)F)S(=O)(=O)c1ccc(NC(=O)OC)cc1	-2.9%	4.8%	-14.4%	10.3	-6.2%	0.6%
COc1ccc(CN2CC(=O)N(c3ccccc3OC)C2=S)cc1OC	7.2%	13.4%	-15.6%	5.5	32.9%	0.8%
COC(=O)C1=C(C)N(c2ccc(C)c(C)c2)/C(=C/c2ccco2)C1=O	-6.5%	35.5µM*	5.9%	.	-24.6%	-9.8%
COc1ccc(NC(=O)C=C(C)C)cc1Cl	-2.2%	-3.8%	3.2%	69.6	.	-2.7%
CC(CCc1ccccc1)NCc1ccncc1 (stereo unspecified)	43.9%[activator]	0.8%	?	37.5	-15.6%	-8.8%
COc1ccccc1NS(=O)(=O)c1cc(N=N/C(C(=O)Nc2ccc(Cl)cc2)=C(/C)O)ccc1C	-2.8%	.	.	-31.0	-46.1%	.
COC(=O)c1ccc(COc2ccc3c(C)c(C)c(=O)oc3c2C)o1	12.4%	2.3%	-2.4%	.	-14.9%	5.1%
Cc1ccc2c(c1)C1(C(=O)N2)N2CCCC2C(C(=O)c2ccc3ccccc3c2)C12C(=O)Nc1ccccc12 (stereo unspecified)	-14.2%	-12.3%	-4.1%	-9.4	56.9%	-17.6%
CCOc1ccccc1NC(=O)C1=C(C)Nc2ncnn2C1c1ccco1 (stereo unspecified)	.	7.2%	22.2%	6.2	.	.

Next part, overlapping the part above by 5 compounds.
SMILES	AMA1-RON2 inh	Sm TGR block	AmpC inh detg	HCMV inh	AmpC inh no detg	FBPA Giardia inh
CC(CCc1ccccc1)NCc1ccncc1 (stereo unspecified)	43.9%[activator]	0.8%	?	37.5	-15.6%	-8.8%
COc1ccccc1NS(=O)(=O)c1cc(N=N/C(C(=O)Nc2ccc(Cl)cc2)=C(/C)O)ccc1C	-2.8%	.	.	-31.0	-46.1%	.
COC(=O)c1ccc(COc2ccc3c(C)c(C)c(=O)oc3c2C)o1	12.4%	2.3%	-2.4%	.	-14.9%	5.1%
Cc1ccc2c(c1)C1(C(=O)N2)N2CCCC2C(C(=O)c2ccc3ccccc3c2)C12C(=O)Nc1ccccc12 (stereo unspecified)	-14.2%	-12.3%	-4.1%	-9.4	56.9%	-17.6%
CCOc1ccccc1NC(=O)C1=C(C)Nc2ncnn2C1c1ccco1 (stereo unspecified)	.	7.2%	22.2%	6.2	.	.
C/C(=N\NC(=O)C(NC(=O)c1ccccc1)C(C)C)c1ccccc1 (stereo unspecified)	14.3%	-0.7%	2.0%	19.7	-15.1%	-3.0%
CCC(C)NC(=S)N1CCN(C(c2ccccc2)c2ccccc2)CC1 (stereo unspecified)	14.5%[11.6 µM]	-4.7%	-7.2%	-12.2	-20.2%	2.6%
O=C(NC(Cc1c[nH]c2ccccc12)C(=O)Nc1ccc(F)c([N+](=O)[O-])c1)c1cccs1 (stereo unspecified)	3.2%[2.32 µM]	-2.6%	?	-87.5*	-24.9%	-4.1%
Cc1ccc(C(=O)NN2CC(O)=C(c3nc(-c4cccc([N+](=O)[O-])c4)cs3)C2=N)cc1	0.5%	-8.4%	?	-32.7	0.1%[2.29 µM]	1.5%
O=C(N/N=C1\CCCc2c1[nH]c1ccc([N+](=O)[O-])cc21)c1ccncc1	.	-3.8%	4.5%	.	-13.5%	-4.5%
CCCCn1c2nc3ccccc3nc2c2c(=O)n(CCC)cnc21	5.0%	3.3%	1.2%	-23.7	-14.6%	6.6%
CCN(CC)C1=CC(=[N+]2CCCC2)CC(C)(C)C1	-4.4%	-28.8%	?	-95.4*	-9.9%	-0.8%
COc1ccccc1NC(=O)C(=O)N/N=C(\C)CC(=O)Nc1ccccc1C(F)(F)F	75.0%[activator]	-14.8%	-11.2%	-12.5	-4.2%	-3.1%
COc1ccc2c(C)cc(C)nc2n1	-4.6%	2.3%	-2.1%	-29.0	-9.5%	-3.0%
CCCN1C/C(=C/c2ccc3c(c2)OCO3)C(=O)/C(=C/c2ccc3c(c2)OCO3)C1	-1.2%[11.6 µM]	?	-3.1%	2.6	-5.4%	-27.9%
Cc1ccc(N(CC(=O)O)C2SC(=O)NC2=O)cc1 (stereo unspecified)	8.3%	1.2%	-4.9%	-1.4	-12.5%	2.6%
O=C(CN1C(=O)c2ccccc2S1(=O)=O)N1CCc2ccccc2C1	-9.1%	9.2%	-0.3%	5.1	.	-1.2%
COc1ccc(-n2nnc(-c3nc(-c4cccs4)no3)c2N)cc1	.	0.1%	1.6%	29.9	.	.
O=C(CSc1ncnc2ccccc12)N1CCCC1	4.1%	0.3%	?	-17.2	-1.5%	0.3%
N#C/C(=C/c1ccc(C(=O)O)cc1)C(=O)NCc1ccccc1	1.9%	-20.7%	0.5%	-16.3	-9.0%	-5.0%
CC(=O)N1CCOc2cc(S(=O)(=O)N(C)Cc3ccccc3)c(Cl)cc21	.	-17.1%	-0.9%	?	.	.
Cc1ccc(-n2ccnc(SCC(=O)NC3CCCC3)c2=O)cc1F	17.6%	-19.4%	-1.9%	-30.0	-0.7%	.
COCCCNCCOCCOc1ccc(C)cc1[N+](=O)[O-]	-15.4%	-22.1%	0.3%	-20.2	-0.4%	?
Cc1ccccc1C(=O)Nc1ccc(Br)c(C)n1	1.1%	4.8%	-4.0%	6.4	-24.7%	-2.0%
Cc1ccc(S(=O)(=O)NCC(C)n2nc(C)nc2C)cc1 (stereo unspecified)	-3.6%	-2.4%	0.0%	10.8	-6.9%	-3.1%
Cc1ccc(S(=O)(=O)N2CCN(C(=O)CSc3nc4ccccc4c(=O)[nH]3)CC2)c(C)c1	0.0%	-15.3%	-3.0%	19.2	.	-10.8%
O=C(c1ccc2c(c1)OCCO2)N(Cc1cccnc1)c1nc2ccc(F)cc2s1	.	4.6%	10.5%	?	.	.
Cc1[nH]c(=S)c(C#N)c(-c2ccccc2)c1C(=O)Nc1ccccc1	85.1%[activator]	-4.9%	2.4%	17.6	-52.8%	?
Cc1c(C(=O)N(Cc2ccco2)Cc2cccs2)oc2ccccc12	-4.8%[11.6 µM]	0.2%	7.1%	33.5	-21.1%	.
O=C(COC(=O)c1ccccc1[N+](=O)[O-])Nc1cc(S(=O)(=O)N2CCOCC2)ccc1N1CCCC1	-2.6%	52.7%[activator]	0.6%	31.4	37.3%	4.8%

Source: PubChem BioAssay (National Center for Advancing Translational Sciences (NCATS))
